# HP1b binding inh: blocks HP1-beta chromodomain binding to methylated histone tails; P83916; AlphaScreen HP1-beta / biotin-H3K9me3 peptide binding; Potency, µM (titrated, usually from 114 µM), for inactives: top-dose activity change, negative = inhibition, actives largely listed as inhibitors; 390,000 tested, 0.56% active; also: potency is read from the fitted curve at half-maximal effect; nearly all actives have a fitted effect of over 70% in size; inactives centre near 23
# Target sequence (P83916 whole entry, looked up): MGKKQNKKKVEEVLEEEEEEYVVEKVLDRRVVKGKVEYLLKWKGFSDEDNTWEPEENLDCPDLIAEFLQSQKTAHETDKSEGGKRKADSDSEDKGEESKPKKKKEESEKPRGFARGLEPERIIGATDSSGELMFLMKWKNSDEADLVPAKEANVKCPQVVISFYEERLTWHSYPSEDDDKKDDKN
#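 Compound inhibition of the preformed complex between 50 nM HP1-beta and 50 nM biotinylated H3K9me3 peptide was read by AlphaScreen. Buffer was PBS pH 7.4 with 0.01% Tween-20. Incubations ran 30 min at room temperature, with 10 ug/mL donor/acceptor beads.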
# GLS inh: glutaminase GLS (human) inhibition | O94925 | GLS enzymatic activity, qHTS titration | Potency, µM (doses to about 45.5 µM), without a hit: top-dose activity change, negative = inhibition, most hits filed as inhibitors | 410,000 tested, 0.21% active | AID 624170; also: potency is read from the fitted curve at half-maximal effect; % is scaled to controls: 0 for no effect and ±100 for the full control effect
#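 Coupled fluorescence readout: glutamate oxidase/HRP/Amplex Red detect glutamate formed by hKGA from L-glutamine (1 mM solution added). Buffer 45 mM KH2PO4 pH 8.2, 0.02% Tween-20; reads at t0 and 30 min RT.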
# USP1 inh: inhibitors of human USP1/UAF1 deubiquitinase; recombinant USP1/UAF1, Ub-Rhodamine cleavage fluorescence; AID 743255; 390,000 tested, 0.23% active; O94782; Potency, µM (series often up to 57.1 µM), for the others: at the top dose activity change, negative = inhibition, hits mostly inhibitors; also: potency is read from the fitted curve at half-maximal effect; % is scaled to controls: 0 for no effect and ±100 for the full control effect; nearly all actives have a fitted effect of over 60% in size; inactives centre near -12
#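 In this screen, compounds sit with the deubiquitinase complex (1nM) for 15 min at room temperature before Ub-Rho is added at 150nM final. Fluorescence rise is then followed for 6 reads every 60 seconds.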
# Pin1 inh: human Pin1 inhibition; Q13526; Pin1 FP peptide displacement, HiFluor488, 10 min; Potency, µM (doses to about 115 µM), for the others: at the highest dose activity, negative = inhibition, actives largely listed as inhibitors; 390,000 tested, 0.009% active; active = well fitted inhibition curve with a large enough effect in the polarisation, with a control signal flat, not every such curve was filed as active; inconclusive = small, poorly fitted or top-dose-only effect, or effect the other way, or a change in a side signal; inactive = no such curve, though single readings can be large or run the other way; the % refers to the polarisation; also: potency is read from the fitted curve at half-maximal effect; % is scaled to controls: 0 for no effect and ±100 for the full control effect
# PI4K2A inh: inhibitors of human PI4K2A; Q9BTU6; purified PI4K2A, ADP-Glo luminescence, 1 h; stronger effect = lower value; activity change, negative = inhibition, % at 76.9 µM; 420,000 tested, 0.13% active; AID 1346378; in the data active = activity change below about -50%; inconclusive = mostly about -30% to -49%;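 also: -100% = wells without enzyme as full effect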
#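 Compounds are screened against recombinant PI4K2A using PI as substrate and ATP, the latter dispensed at 300 microM. Reactions run one hour at ambient temperature before ADP-Glo detection; full inhibition defined by wells lacking enzyme.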
# Tb PGK inh: T. brucei PGK inhibition. PGK/GAPDH coupled, Kinase-Glo luminescence, 60 min. Potency, µM (top dose mostly 57.5 µM), for the others: at the highest dose activity change, negative = inhibition, actives largely listed as inhibitors. 380,000 tested, 0.043% active; also: potency is read from the fitted curve at half-maximal effect; % is scaled to controls: 0 for no effect and ±100 for the full control effect; nearly all actives have a fitted effect of over 60% in size
# Target sequence (P07378 whole entry, looked up): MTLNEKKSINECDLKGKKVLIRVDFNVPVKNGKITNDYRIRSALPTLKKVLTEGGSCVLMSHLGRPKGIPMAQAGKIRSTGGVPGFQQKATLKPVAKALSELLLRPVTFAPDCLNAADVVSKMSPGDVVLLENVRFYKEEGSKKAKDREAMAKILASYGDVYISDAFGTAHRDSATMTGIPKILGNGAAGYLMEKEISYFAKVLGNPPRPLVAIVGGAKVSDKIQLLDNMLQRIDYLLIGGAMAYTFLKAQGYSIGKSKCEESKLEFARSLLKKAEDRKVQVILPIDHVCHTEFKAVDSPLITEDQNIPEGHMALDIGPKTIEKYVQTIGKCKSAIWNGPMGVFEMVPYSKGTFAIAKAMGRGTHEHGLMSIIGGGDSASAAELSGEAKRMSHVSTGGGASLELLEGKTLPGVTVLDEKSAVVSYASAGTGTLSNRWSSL
#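 Luminescent ATP detection (Kinase-Glo Plus) follows a 60-minute room-temperature incubation, with wells lacking PGK as controls. Buffer: 100 mM TEA (pH 7.6), 5 mM MgCl2, 0.01% Tween-20. Coupling enzyme GAPDH (100 nM final) supplies unstable 1,3-BPG in-well.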
# TrxR1 substrate: rat thioredoxin reductase 1 substrate activity | O89049 | 390,000 tested, 0.01% active | purified TrxR1 substrate turnover, NADPH consumption readout | Potency, µM (titrated, usually from 114 µM), without a hit: top-dose activity change, negative = substrate turnover; also: potency is read from the fitted curve at half-maximal effect; % is scaled to controls: 0 for no effect and ±100 for the full control effect; nearly all actives have a fitted effect of over 50% in size
# Target sequence (O89049 whole entry, looked up): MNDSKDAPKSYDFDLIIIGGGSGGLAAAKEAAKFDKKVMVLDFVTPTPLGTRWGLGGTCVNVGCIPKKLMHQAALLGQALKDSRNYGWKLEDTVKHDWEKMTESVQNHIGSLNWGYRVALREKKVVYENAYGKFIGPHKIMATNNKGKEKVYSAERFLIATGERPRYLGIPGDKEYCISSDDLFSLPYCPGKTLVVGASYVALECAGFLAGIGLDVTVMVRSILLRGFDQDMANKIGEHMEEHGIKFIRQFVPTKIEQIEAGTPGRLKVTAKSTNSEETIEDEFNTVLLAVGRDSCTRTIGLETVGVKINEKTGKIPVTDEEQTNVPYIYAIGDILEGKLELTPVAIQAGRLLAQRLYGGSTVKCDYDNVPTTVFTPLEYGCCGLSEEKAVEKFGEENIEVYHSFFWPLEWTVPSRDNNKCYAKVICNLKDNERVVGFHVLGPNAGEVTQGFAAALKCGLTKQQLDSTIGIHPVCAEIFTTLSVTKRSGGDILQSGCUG
#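 Rat TrxR1, dispensed at 90 nM, was prereduced with 400 uM NADPH (final) for 5 min at ~22 deg C, then incubated with compound 15 min before 400 uM selenite. A first-read NADPH fluorescence drop versus no-compound background flagged substrates.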
# mIDH1 inhibitor: blocks human mutant IDH1 R132H enzyme; O75874; Potency, µM (top dose mostly 76.6 µM), for the others: top-dose activity change, negative = inhibition, most hits filed as inhibitors; 390,000 tested, 0.093% active; IDH1-R132H enzyme, NADPH consumption, diaphorase/resazurin fluorescence; also: potency is read from the fitted curve at half-maximal effect; % is scaled to controls: 0 for no effect and ±100 for the full control effect; nearly all actives have a fitted effect of over 65% in size
#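 IDH1-R132H (0.5 ug/mL dispensed) in pH 7.5 Tris buffer was preincubated 30 min with compound, then given a substrate mix of 0.016 mM NADPH and 2 mM alpha-KG for 80 min at room temperature; remaining NADPH was read by diaphorase/resazurin fluorescence.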
# TrxR1 inh: inhibitors of rat thioredoxin reductase 1; recombinant rTrxR1, NADPH fluorescence consumption, selenite substrate; Potency, µM (series often up to 114 µM), for the others: top-dose activity change, negative = inhibition, hits mostly inhibitors; O89049; AID 588453; 390,000 tested, 1% active; also: potency is read from the fitted curve at half-maximal effect; % is scaled to controls: 0 for no effect and ±100 for the full control effect; nearly all actives have a fitted effect of over 65% in size
#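 Rat TrxR1 (90 nM in the dispensed reagent) was pre-reduced with 400 uM NADPH for 5 min at room temperature, then incubated with compound for 15 min. After 400 uM selenite was added, NADPH fluorescence (Ex 340/Em 450 nm) was followed for 8 min.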
# * = called active by the depositor; i = inactive; ? = inconclusive; · = no result given; [ ] = remark or other dose. Unless noted, calls follow the shape of the dose curve; as a rule, active = well fitted curve in the direction sought with a large enough effect; inconclusive = small, poorly fitted or top-dose-only effect, or another doubt; inactive = no such curve, though single readings can be large; an effect the other way counts as inactive or inconclusive.
SMILES,HP1b binding inh,GLS inh,USP1 inh,Pin1 inh,PI4K2A inh,Tb PGK inh,TrxR1 substrate,mIDH1 inhibitor,TrxR1 inh
CN(C(=O)c1ccc2c(c1)OCO2)C1(C(=O)NC2CCCCC2)CCCCC1,35%[activator],12%,-6%,4%,5,1%,-8%,-1%,-9%
COc1ccc(NC(=S)N(CCN2CCOCC2)C2CCN(C(C)=O)CC2)cc1Cl,21%,21%,-3%,-1%,4,-8%,-6%,-4%,-1%
COc1ccc(N2CCN(CNC(=O)c3ccccc3)CC2)cc1,21%,36%[activator],-17%,2%,5,i,-1%,1%,26%
COc1ccc(CCNC(=O)Cn2nnc(-c3ccc(C(F)(F)F)cc3)n2)cc1OC,31%,0%,-29%,-1%,0,-4%,-7%,-3%,5%
CC1CN(C(=O)CCC(=O)NCc2ccc(F)cc2)c2ccccc2S1 (configuration not stated),31%,-1%,-26%,-1%,-5,8%,7%[57.1 µM],-3%,8%[57.1 µM]
CN1CCN(S(=O)(=O)c2ccc(N(C)Cc3ccc(OC(F)F)cc3)c([N+](=O)[O-])c2)CC1,?,7%,-5%,0%,0,9%,-8%,-2%,-20%
COc1ccc(NC(=O)NC23CC4CC(CC(C4)C2)C3)cc1OC,-16%,8%,-22%,1%,-7,-1%,-5%,4%,8%
Brc1ccc(OCc2nc3ccccc3[nH]2)cc1,75%[activator],0%,?,1%,-3,-1%,2%,5%,12%
O=C(/C=C\NCC(=O)c1ccccc1)c1ccc(F)cc1,33%[activator],-2%,-14%,15%,5,-9%,1%,-3%,-17%
COc1cc(C(=O)N2CCN(S(=O)(=O)c3ccc(F)cc3)CC2)cc(OC)c1OC,24%,4%,1%,-4%,2,6%,5%[57.1 µM],4%,-4%[57.1 µM]
CCCSCCCNC(=O)Cn1c(-c2cccs2)cc2ccccc21,17%,-1%,?,6%,0,-15%,30%,3%,10%
O=C(Nc1ncccc1O)c1ccc(S(=O)(=O)Nc2ccccc2)cc1,-13%,26%,-14%,0%,0,-3%,-2%[57.1 µM],4%,3%[57.1 µM]
CC(O)C(O)C(O)C(O)C1NCCS1 (configuration not stated),-35%,5%,-11%,-6%,-5,2%,10%[57.1 µM],5%,55%[activator][57.1 µM]
CC1C(=O)N2CCCc3cc(S(=O)(=O)N4CCN(c5cccc(Cl)c5)CC4)cc1c32 (configuration not stated),-8%,0%,-3%,-5%,3,i,-13%,-1%,-8%
Cc1ccc(C(=O)n2nc(C)c(S(=O)(=O)N3CCOCC3)c2C)cc1C,34%[57 µM],1%,-4%,3%,1,4%,1%[57.1 µM],8%,?
Cc1cc(C)cc(C(=O)N(CCc2ccccc2)C2CC3CCC(C2)N3C)c1 (configuration not stated),16%,1%,8%,-1%,-1,5%,3%,-4%,12%
O=C(CSC(=S)N1CCSCC1)c1ccc(Cl)cc1,77%[activator],-5%,-13%,-4%,1,-17%,-8%,4%,26%[57.1 µM]
CSc1nnc(-c2ccccc2N=Cc2c(C)[nH]n(-c3ccc4ccccc4c3)c2=O)c(=O)[nH]1,-13%,1%,-24%,-7%,-9,-28%,7%[57.1 µM],1%,13%[57.1 µM]
Cc1ccc(CN(C(=O)c2ccccc2Br)C2CCS(=O)(=O)C2)o1 (configuration not stated),8%,-3%,-6%,-19%,3,·,-2%,·,-5%
CCC(CO)Oc1cc(NCc2ccc(O)cc2)c2ncn(C(C)C)c2c1 (configuration not stated),10%,32%[activator],-21%,1%,-5,i,1%,-2%,?
C/C(=C\C(=O)c1ccc(C)cc1)NCc1ccc(F)cc1,44%,-10%,-10%,-1%,1,7%,-10%[57.1 µM],-5%,-12%[57.1 µM]
Cc1ccc(N2CCN(C(=O)c3ccccc3)CC2)c(C)c1,33%[activator],-3%,-6%,-14%,3,·,-4%,7%,8%
Cn1c(=O)c2c(nc(NN=C3CCCC3)n2C)n(C)c1=O,0%,-3%,-11%,?,?,-4%,-2%,2%,15%
O=C(c1ccc2c(=O)n3c(nc2c1)CCCCC3)N1CCN(c2ccccc2)CC1,7%,-5%,-3%,-8%,6,-2%,-5%,-1%,5%
CCOC(=O)c1cc(NC(=O)c2ccccc2)c(=O)oc1C(F)(F)F,33%,5%,2%,5%,4,-5%,-6%[57.1 µM],0%,2%[57.1 µM]
Cc1ccc(CN2CCS(=O)(=O)CC2)cc1,33%,-1%,-8%,0%,2,-2%,8%[57.1 µM],0%,16%[57.1 µM]
Cc1c(C(=O)N2CCCC2)sc(NC(=O)c2cccc(Cl)c2)c1C#N,11%,20%,-26%,1%,4,-5%[11.5 µM],-2%,-2%,10%
CCOC(=O)N1CCN(S(=O)(=O)c2ccc3[nH]cc(C(=O)O)c(=O)c3c2)CC1,18%,-1%,-18%,-11%,-4,-7%,7%[57.1 µM],4%,-13%
CCc1ccccc1NC(=O)CCCN1C(=O)CCn2nc(-c3cn(C)c4ccccc34)cc21,27%[57 µM],3%,-3%,-3%,-3,-4%,4%[57.1 µM],-15%,17%[57.1 µM]
CCCn1nnnc1SCC(=O)N1CCOCC1,25%,16%,4%,-7%,6,4%,-1%,9%,-1%
CC(C)NC1CCC(Nc2ccnc3cc(Cl)ccc23)CC1 (configuration not stated),2%[57 µM],4%,13%,?,1,0%,-4%[57.1 µM],3%,-11%[57.1 µM]
COCCN1CCn2c(nc3cc(NC(=O)c4cccs4)ccc32)C1,16%,9%,-27%,3%,0,-9%,0%,10%,45µM*
Cc1cc(C)n2nc(CNC(=O)c3c(F)cccc3F)nc2n1,26%,7%,13%,2%,-2,6%,3%,10%,11%
COc1ccc(S(=O)(=O)Nc2cccc(S(=O)(=O)N3CCCCC3)c2)cc1,0%,5%,-10%,6%,8,-5%,-1%,-1%,-1%
CCN(CC)S(=O)(=O)c1ccc(NS(=O)(=O)CC23CCC(CC2=O)C3(C)C)cc1 (configuration not stated),22%,-7%,-2%,0%,2,3%,-10%,2%,-9%
CCN(c1ccccc1)S(=O)(=O)c1ccc(Oc2ccccc2C(C)=O)nc1,43%[activator],-10%,?,3%,4,-4%,2%,6%,26%
COc1ccc(C(=O)NC(=S)Nc2ccc(NC(=O)c3ccco3)cc2)cc1[N+](=O)[O-],6%,6%,-19%,32%[activator],3,-5%,-12%,6%,-12%
Cc1ccc(S(=O)(=O)NC(CC(C)C)C(=O)NCC(C)(C)N2CCOCC2)cc1 (configuration not stated),45%[activator],-1%,-8%,-2%,1,-6%,-1%,6%,12%
CCc1cccc(C)c1NC(=O)C1CCN(S(=O)(=O)c2cccc3nonc23)CC1,5%,-3%,-22%,28%,3,-7%,0%,-1%,19%
O=C(CNc1cccc(Cl)c1)c1ccc(Br)cc1,4%,1%,-3%,-1%,9,i,0%,-8%,4%
COc1cc2c(cc1OC)-c1cc(OCCN3CCOCC3)nc(=O)n1CC2,55%[activator],-7%,-22%,?,1,i,·,3%,?
CSCCC(NS(=O)(=O)c1ccccc1F)C(=O)NNC(=O)c1csc(N2CCOCC2)n1 (configuration not stated),38%[activator],1%,-5%,-1%,1,-4%,5%,-9%,16%
Clc1ccc2[nH]c3c(NCCCN4CCOCC4)ncnc3c2c1,18%,21%,-14%,0%,11,-6%,19%,0%,5%
O=C(Nc1cccc2c1CCCC2)c1cccc(F)c1,55%[activator],-5%,-6%,4%,-4,-2%,-8%[57.1 µM],4%,13%[57.1 µM]
COc1cc(NC(=O)c2ccc3c(Cl)c4c(nc3c2)CCC4)cc(OC)c1OC,18%,-15%,-26%,2%,3,i,-6%,-13%,2%

# Pulled by compound from above:
SMILES,HP1b binding inh,GLS inh,USP1 inh,Pin1 inh,PI4K2A inh,Tb PGK inh,TrxR1 substrate,mIDH1 inhibitor,TrxR1 inh
Cc1ccc(S(=O)(=O)NC(CC(C)C)C(=O)NCC(C)(C)N2CCOCC2)cc1 (configuration not stated),45%[activator],-1%,-8%,-2%,1,-6%,-1%,6%,12%
COc1ccc(S(=O)(=O)Nc2cccc(S(=O)(=O)N3CCCCC3)c2)cc1,0%,5%,-10%,6%,8,-5%,-1%,-1%,-1%

# Continued:
SMILES,HP1b binding inh,GLS inh,USP1 inh,Pin1 inh,PI4K2A inh,Tb PGK inh,TrxR1 substrate,mIDH1 inhibitor,TrxR1 inh
Cc1ccc(S(=O)(=O)Nc2ccc(N3CCN(C)CC3)nc2)cc1,61%[activator],0%,-19%,?,8,-1%,5%[57.1 µM],13%,24%[57.1 µM]
CCCCNC(=O)c1onc(CSc2ccccc2)c1C(=O)O,40%[activator],10%,-14%,3%,-3,4%,2%,-7%,18%
N#CC1=C(SCC(=O)c2ccc(Br)cc2)NC2=C(C(=O)CCC2)C1c1ccco1 (configuration not stated),-8%,18%,-18%,31%[activator],-1,3%,-1%[57.1 µM],-3%,?
C[C@H]1CN([C@@H](C)CO)C(=O)CCCn2nncc2CO[C@@H]1CN(C)Cc1ccc(Cl)c(Cl)c1,·,-5%,-25%,·,1,-4%,·,2%,·
COc1ccc(C2=C(C)C(=NCc3ccc(OC(C)C)cc3)NS2(=O)=O)cc1,50%[activator],4%,?,12%,1,i,-2%,-12%,6%
Cn1c(CC(=O)Nc2ccc(Cl)c(Cl)c2)n[nH]c1=S,12%,-22%,-3%,0%,16,13%,8%[57.1 µM],12%,-4%

# Single entries from above.
# `N#CC1=C(SCC(=O)c2ccc(Br)cc2)NC2=C(C(=O)CCC2)C1c1ccco1` (configuration not stated) in PI4K2A inh has -1
# `CCCCNC(=O)c1onc(CSc2ccccc2)c1C(=O)O` in GLS inh has 10%

# Bioassay records from PubChem BioAssay.

# These rows are one share of the data, so the mix of outcomes need not match the whole.
